# Source: PubChem BioAssay
# KCNH2 3.1 block: KCNH2 3.1 (human) potassium channel inhibition | AID 720553 | 340,000 compounds, 0.95% hits | U2OS KCNH2 3.1, thallium flux FluxOr; active compounds read low | activity change, % (tested at about 1.8 µM);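 active = maximum activity change below -70%; inconclusive = maximum activity change from -70% to -50%; inactive = maximum activity change above -50%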;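 also: thallium influx rate constant from kinetic fluorescence after stimulation buffer; % is scaled to controls: 0 for no effect and ±100 for the full control effect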
#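 Kinetic fluorescence (2 min after stimulation buffer) measures Tl+ influx through KCNH2 3.1 expressed by viral transduction in U2OS cells; the rate constant is normalized against DMSO controls serving as positive and negative references.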
# TRPV1 agonist: agonists of human vanilloid receptor 1 (TRPV1). Q8NER1. TRPV1-expressing cells, Fluo-8 calcium influx, agonist mode. activation, % at 8.33 µM. 320,000 compounds, 0.19% hits. AID 540275; in the data active = activation above about 80%; inconclusive = between about 30% and that limit; also: 0% is about no effect
#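 Fluo-8 calcium influx in TRPV1-expressing cells, kinetic read (ex 480/em 520 nm). Compound added and read 3 min for agonist activity, followed by capsaicin at EC20 final and 2 min further read for enhancement.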
# A-T KAP1 phos: candidate therapy for ataxia-telangiectasia. […] A-T fibroblasts, KAP-1 phosphorylation AlphaLISA; neocarzinostatin DNA damage 30 min before lysis. Potency, µM (highest dose often 57.5 µM), without a hit: at the highest dose activation, most hits filed as activators. 320,000 compounds, 0.19% hits. AID 485349; also: potency is read from the fitted curve at half-maximal effect; % of control where 0% means no effect; nearly all actives have a fitted effect of over 45% in size
#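 ATM-like activity read as KAP-1 phosphorylation via AlphaLISA donor/acceptor antibody pairs after lysis and 6 hr at 25C. Cells were ATM-null patient fibroblasts ([…], hTERT), dosed 60 min, then exposed to the DSB inducer NCS for 30 min.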
# USP2a block: blocks human ubiquitin-specific protease USP2a; O75604; USP2 core, Ub-CHOP2 coupled fluorogenic reporter, 485/531; 330,000 compounds, 0.01% hits; Potency, µM (highest dose often 38.3 µM), for inactives: at the highest dose activity change, negative = inhibition, most hits filed as inhibitors;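 also: potency is read from the fitted curve at half-maximal effect; plate controls were DMSO wells for no effect and full inhibition by NEM control for full effect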
#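 Deubiquitinase activity read as fluorescence (485/531 nm) after Ub-CHOP2 cleavage activates the enterokinase reporter on its substrate; USP2 core 10nM, Ub-CHOP2 and substrate 25nM each, 30min compound preincubation then 60min RT; data normalized to NEM, curves fitted.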
# TSHR antagonist: antagonists of human thyroid stimulating hormone receptor; P16473; TSHR-expressing cells, TSH-stimulated cAMP HTRF, 2 h; active compounds read low; activity change, negative = inhibition, % at 11.5 µM; 330,000 compounds, 0.2% hits; AID 504810;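 active = activity change below a set negative limit, meaning inhibition stronger than a set level, cut at about -70% in these data; inconclusive = activity change between two set negative limits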; also: % is scaled to controls: 0 for no effect and ±100 for the full control effect
# Target sequence (P16473 whole entry, looked up): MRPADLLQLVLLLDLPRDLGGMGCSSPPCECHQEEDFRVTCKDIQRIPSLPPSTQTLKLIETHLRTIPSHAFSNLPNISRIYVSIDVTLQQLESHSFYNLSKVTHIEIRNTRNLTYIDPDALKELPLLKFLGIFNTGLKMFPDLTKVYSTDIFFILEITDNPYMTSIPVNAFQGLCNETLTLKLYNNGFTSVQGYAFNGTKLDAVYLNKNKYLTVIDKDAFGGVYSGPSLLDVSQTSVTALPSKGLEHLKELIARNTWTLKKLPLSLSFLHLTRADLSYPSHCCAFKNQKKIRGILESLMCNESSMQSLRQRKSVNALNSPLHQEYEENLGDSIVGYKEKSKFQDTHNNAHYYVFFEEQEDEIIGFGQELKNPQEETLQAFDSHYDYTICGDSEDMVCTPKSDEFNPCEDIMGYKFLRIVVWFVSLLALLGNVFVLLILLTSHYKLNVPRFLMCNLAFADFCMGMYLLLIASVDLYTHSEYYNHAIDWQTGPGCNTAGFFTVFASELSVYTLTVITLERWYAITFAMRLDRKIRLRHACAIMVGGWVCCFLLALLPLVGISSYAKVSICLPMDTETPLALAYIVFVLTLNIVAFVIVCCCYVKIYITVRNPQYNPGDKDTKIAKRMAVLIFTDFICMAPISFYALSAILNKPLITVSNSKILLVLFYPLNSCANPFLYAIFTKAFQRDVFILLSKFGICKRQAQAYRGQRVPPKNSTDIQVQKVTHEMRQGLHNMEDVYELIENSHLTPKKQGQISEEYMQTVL
#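 Antagonism was scored as loss of TSH-driven cAMP in TSHR cells, stimulated with 4nM TSH (EC80) for 2 hours at 37 deg C and detected by homogeneous HTRF competition immunoassay.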
# hERG WT inh: inhibitors of human wildtype KCNH2 potassium channel; activity change, % at 1.84 µM; AID 720551; 340,000 compounds, 0.37% hits; U2OS, BacMam KCNH2, thallium flux FluxOr; active compounds read low; Q12809;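 active = maximum activity change below -70%; inconclusive = maximum activity change between -70% and -50%; inactive = maximum activity change above -50%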; also: % is scaled to controls: 0 for no effect and ±100 for the full control effect
#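 U2OS cells were transduced with wild-type KCNH2 virus (2.03 x 10^8 / mL) for 4 h at room temperature, then cultured overnight at 37 C. Thallium flux was read with FluxOr dye. Rate constants were normalized to DMSO controls.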
# ELG1 DNA repair: ELG1-dependent DNA repair inhibition; HEK293T ELG1-luciferase reporter, luminescence, 16 h; DNA damage induced by 5-fluorouridine; AID 504467; Potency, µM (highest dose often 46.1 µM), for inactives: top-dose activity change, negative = inhibition, hits mostly inhibitors; 330,000 compounds, 2.3% hits; also: potency is read from the fitted curve at half-maximal effect; % is scaled to controls: 0 for no effect and ±100 for the full control effect; nearly all actives have a fitted effect of over 55% in size
#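 Overnight (16 hr) co-exposure of 2,000 cells/well to 5-fluorouridine and compound at 37 °C preceded detection. Luciferase was quantified via ONE-Glo luminescence; loss of signal denotes inhibition.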
# Eya2 phos inh: blocks the phosphatase activity of human Eya2. O00167. recombinant Eya2, OMFP fluorescence dephosphorylation (OMFP is methylfluorescein phosphate). Potency, µM (series often up to 76.9 µM), without a hit: top-dose activity, negative = inhibition, most hits filed as inhibitors. 330,000 compounds, 0.006% hits. AID 488837; also: potency is read from the fitted curve at half-maximal effect; % is scaled to controls: 0 for no effect and ±100 for the full control effect
#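 Eya2 protein (added as 0.2 uM solution) was preincubated with compound for 10 min at ambient temperature in 50 mM HEPES pH 7.5, 50 mM NaCl, 5 uM MgCl2, 0.05% BSA, 1 mM DTT. OMFP (added at 50 uM) then reacted 10 min; fluorescence read at 485/525 nm.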
# TCR activator: T cell receptor activation; primary human leukocytes, anti-CD3, IL-2 HTRF, 48 h; Potency, µM (series often up to 9.22 µM), for the others: top-dose activation of IL-2 secretion, most hits filed as activators; 330,000 tested, under 10 active; AID 504894; also: % of control where 0% means no effect
#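 TCR engagement came from a-CD3 beads alone, with compounds added to primary human leukocytes for 48 hr. Secreted IL-2 bridged europium cryptate- and d2-labelled anti-IL-2 antibodies, giving FRET emission at 665nm after 320nm excitation.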
# Mito fusion yeast: mitochondrial division inhibition or fusion activation | AID 485298 | 320,000 compounds, 0.23% hits | S. cerevisiae fusion-defective mutant growth rescue, CellTiterGlo 48 h | Potency, µM (series often up to 46.1 µM), for inactives: top-dose growth rescue (activation), most hits filed as activators;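 also: potency is read from the fitted curve at half-maximal effect; % of control where 0% means no effect; nearly all actives have a fitted effect of over 45% in size; temperature-sensitive fusion mutants such as fzo1-1 at 37 °C on non-fermentable ethanol glycerol medium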
#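 Yeast fusion mutant, YPEG (non-fermentable carbon), compound, 48 h at 37C non-permissive; CellTiterGlo added, 10 min RT, luminescence read. Rescued growth = division inhibition.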
# Active calls of the source: *; u = inconclusive; x = no result given; [ ] = remark or other dose. Unless noted, calls follow the shape of the dose curve; as a rule, active = well fitted curve in the direction sought with a large enough effect; inconclusive = small, poorly fitted or top-dose-only effect, or another doubt; inactive = no such curve, though single readings can be large; an effect the other way counts as inactive or inconclusive.
SMILES,KCNH2 3.1 block,TRPV1 agonist,A-T KAP1 phos,USP2a block,TSHR antagonist,hERG WT inh,ELG1 DNA repair,Eya2 phos inh,TCR activator,Mito fusion yeast
Cc1oc(-c2ccccc2)nc1C(=O)N1CCN(c2ccc(F)cc2)CC1,-12,u,1%,-5%,-7,10,-4%,-11%,-45%,-1%
Cc1cc(-c2ccc(C(C)C)c(S(=O)(=O)N3CC(=O)Nc4ccccc43)c2)on1,5,0,0%,-2%,-5,5,17%,13%,6%,13%
Cc1ccc(Cl)cc1NC(=S)N(Cc1cccs1)C1CCCC1,3,2,2%,1%,0,1,-1%,-8%,-12%,1%
C/C(=N\Nc1cc(Cl)nc(C)n1)c1ccc(Cl)c(Cl)c1,-11,13,x,0%,18,37,12%,2%,1%,2%
COc1ccccc1NC(=S)NCc1ccc2c(c1)OCO2,20,2,5%,2%,5,-5,5%,1%,15%[46.1 µM],-4%
N#Cc1ccc(C(=O)N2CCN(S(=O)(=O)c3ccc(Br)s3)CC2)cc1,-10,-2,5%,2%,5,7,u,-10%,-4%,0%
CCC1CCCCN1CCCNC(=O)CN1C(=O)COc2ccc(S(=O)(=O)N3CCC(C)CC3)cc21 (stereo not drawn),-11,1,12%,1%,2,12,-10%,-5%,-1%,3%
Cc1occc1C(=O)NNC(=S)NCc1ccccc1,-10,2,4%,0%,3,2,7%,0%,1%[46.1 µM],-7%
CCCCCCCOc1ccc(-c2ccc(C#N)cn2)cc1,-1,-2,9%,0%,6,-4,0%,2%,-6%[46.1 µM],1%
CCC(C)c1ccccc1N1CC(C(=O)Nc2ccc(C)c(S(=O)(=O)N3CCOCC3)c2)CC1=O (stereo not drawn),-73*,0,0%,-2%,0,-16,-5%,-21%,-4%,0%
O=C(O)CCSCC(=O)c1ccc2c(c1)OCCO2,5,0,7%,3%,-1,-4,u,13%,-1%,1%
COc1cc(NC(=O)CSc2nncn2C)cc(OC)c1OC,32,-2,3%,1%,-4,13,u,-29%,2%,1%
COc1cccc(C(=O)NCc2ccccc2OC)c1,4,0,11%,-1%,4,-17,16%,0%,-13%,-6%
CC(=O)c1ccc(N2CCN(C(=O)Cc3n[nH]c(=O)c4ccccc34)CC2)cc1,14,2,6%,-1%,37,-7,u,-13%,x,-7%
COC(=O)c1ccc(C(=O)OC)c(NC(=O)CN(c2ccc3c(c2)OCO3)S(C)(=O)=O)c1,-132*,0,0%,0%,3,-9,-30%,-3%,x,0%

# Whole records as entered above.
# Cc1oc(-c2ccccc2)nc1C(=O)N1CCN(c2ccc(F)cc2)CC1 is listed with KCNH2 3.1 block = -12; TRPV1 agonist = u; A-T KAP1 phos = 1%; USP2a block = -5%; TSHR antagonist = -7; hERG WT inh = 10; ELG1 DNA repair = -4%; Eya2 phos inh = -11%; TCR activator = -45%; Mito fusion yeast = -1%
# Cc1ccc(Cl)cc1NC(=S)N(Cc1cccs1)C1CCCC1 is listed with KCNH2 3.1 block = 3; TRPV1 agonist = 2; A-T KAP1 phos = 2%; USP2a block = 1%; TSHR antagonist = 0; hERG WT inh = 1; ELG1 DNA repair = -1%; Eya2 phos inh = -8%; TCR activator = -12%; Mito fusion yeast = 1%
# C/C(=N\Nc1cc(Cl)nc(C)n1)c1ccc(Cl)c(Cl)c1 is listed with KCNH2 3.1 block = -11; TRPV1 agonist = 13; A-T KAP1 phos = x; USP2a block = 0%; TSHR antagonist = 18; hERG WT inh = 37; ELG1 DNA repair = 12%; Eya2 phos inh = 2%; TCR activator = 1%; Mito fusion yeast = 2%

# Next entries follow.
SMILES,KCNH2 3.1 block,TRPV1 agonist,A-T KAP1 phos,USP2a block,TSHR antagonist,hERG WT inh,ELG1 DNA repair,Eya2 phos inh,TCR activator,Mito fusion yeast
COc1ccc(-c2cc(Nc3ccccc3NC(=O)C(F)(F)F)n(CCC#N)n2)cc1,-7,1,-1%,0%,20,9,17%,0%,6%[46.1 µM],-9%
CCCCCc1cc(=O)oc2c(C(CCN3CCCC(C)C3)c3ccc(OC)cc3)c(OC)cc(OC)c12 (stereo not drawn),-91*,22,-22%,-1%,-3,-115*,-3%,3%,-14%,-33%[inhibitor]
OC(COc1ccc2c(c1)CCC2)CN1CCN(c2ccccc2F)CC1 (stereo not drawn),-25,-2,24%,-11%,13,15,-29%,-17%,-3%,10%
Cc1ccc(SCCNC(=O)c2ccc(C)c([N+](=O)[O-])c2)cc1,-11,u,-2%,0%,-14,-6,-8%,-14%,2%,5%
O=c1c2c3nc4ccccc4nc3n(-c3ccc4c(c3)OCCO4)c2ncn1CC1CCCO1 (stereo not drawn),x,0,4%,u,-1,x,-11%,-9%,x,-1%
Cc1ccc(NC(=O)CN(C)C(=O)COC(=O)c2ccc(NC(=O)CC#N)cc2)cc1,6,x,-28%,2%,-8,2,6%,5%,1%[46.1 µM],x
CC1(c2ccc(OC(F)F)cc2)NC(=O)N(CC(=O)Nc2ccc3c(c2)OCO3)C1=O (stereo not drawn),-3,u,2%,-1%,4,x,-5%,-9%,x,1%
NC(Cc1cccc2nsnc12)C(=O)O (stereo not drawn),9,1,6%,-2%,-11,-2,-5%,-16%,8%,0%
COC(=O)COc1ccc(S(=O)(=O)NCc2cccnc2)cc1,-4,3,3%,-1%,3,-8,-2%,4%,x,-7%
Cc1cc(C(=O)OCC(=O)N2CCc3ccccc32)c(C)o1,-2,3,1%,2%,6,2,u,4%,-1%,1%
Cc1ccc(C(=O)NCCNC(=O)c2ccc(C)nc2)cc1,-5,5,3%,1%,-11,8,-4%,-7%,-6%,-3%
CC(C)CCNC1=NCCCCC1,8,1,-1%,2%,5,-13,u,-11%,-6%,-1%
COc1ccc(C(O)c2nccn2Cc2ccccc2)cc1OC (stereo not drawn),13,6,-2%,2%,-2,-20,-3%,2%,-26%,0%
Cc1ccc(-n2c(SCC(N)=O)nc(O)cc2=O)cc1,-10,-3,-3%,5%,10,-2,-7%,-4%,-3%[46.1 µM],2%
COc1cc(C2NC(=O)NC(c3ccccc3)=C2C(C)=O)cc(Cl)c1OCC(=O)O (stereo not drawn),12,-1,4%,4%,11,1,-1%,12%,0%,3%
Cc1ccc(S(=O)(=O)C2(C(=O)N3CCCCC3C)CC2)cc1 (stereo not drawn),-9,-1,6%,0%,4,-8,1%,4%,-5%,0%
O=c1c2ccccc2nc2c3ccccc3c(NCCO)nn12,1,-3,-2%,0%,-1,-4,-5%,17%,7%,-4%
Cc1cccc(C)c1NC(=O)C/C(N)=N/O,1,-4,2%,-1%,7,0,-10%,-20%,7%,-2%
N#CC1=C(SCC(=O)c2ccccc2)NC2=C(C(=O)CCC2)C1c1ccco1 (stereo not drawn),4,-1,3%,-10%,-10,-3,-13%,6%,-1%,22%
Cc1ccc(S(=O)(=O)c2nc(-c3ccccc3)oc2SCC(=O)NCC2CCCO2)cc1 (stereo not drawn),-39,u,-2%,3%,-10,-7,-7%,0%,-3%,-3%
COc1cc(OC)cc(C(=O)NNC(=O)CN2C(=O)NC(C)(c3ccc(C)cc3)C2=O)c1 (stereo not drawn),2,-3,18%,-1%,4,3,22%,7%,2%,0%
CC1Nc2ncnc(N3CCN(c4ccccc4)CC3)c2N(Cc2ccc(Cl)cc2)C1=O (stereo not drawn),-23,29,16%,-1%,-31,-12,u,-15%,-3%,u
CC(C)COC(=O)N1CCCC1C(=O)O (stereo not drawn),11,-3,0%,2%,11,0,u,0%,2%[46.1 µM],-7%
COC(=O)CCSCc1cn2cc(Cl)ccc2n1,4,1,1%,-1%,-3,-16,u,10%,3%,1%
O=C(Cc1cccs1)Nc1ccccc1-c1nc2ccccc2[nH]1,4,u,-14%,-2%,-10,-27,u,8%,-2%,5%
CCN(CC)c1ccc(NC(=O)CNCc2ccccc2Cl)c(C)c1,-3,u,-11%,3%,-3,-1,-9%,4%,2%,-20%
Cc1ccc(CSCCNC(=O)/C=C/c2ccc(Cl)cc2)cc1,6,15,1%,1%,-2,5,u,-6%,6%,-4%
COc1cccc(NC(=O)NCc2ccccn2)c1,-6,4,-2%,2%,4,-9,u,-5%,-3%,1%
O=C(NCc1ccco1)C(=O)c1cn(CC(=O)N2CCCCCC2)c2ccccc12,2,15,-8%,11%,32,-6,23%,0%,-5%,21%
Cc1ccc(Nc2c(-c3ccccc3)nc3cnccn23)cc1,-5,6,3%,-1%,-10,-1,-6%,4%,-4%,-2%
Cc1ccc(C(=O)N2CCN(CCNC(=O)C(=O)NC(C)C)CC2)cc1,-11,-2,-1%,0%,8,4,4%,1%,-2%,-2%
Cc1ccc[n+](-c2[nH]c(=O)sc2/C=N/N=C(\[O-])CCn2c3ccccc3c3ccccc32)c1,2,3,10%,2%,9,-6,15%,7%,-5%,-5%
NC(=O)c1ccsc1NC(=O)CN1C(=O)C2CC=CCC2C1=O (stereo not drawn),10,-2,-1%,-2%,40,5,3%,-1%,11%,-3%

# These rows are one share of the data (hit frequency here may not be typical).
